Polio RdRp inh: poliovirus RdRp elongation inhibitors, primary screen, biochemical, fluorescence polarization, total intensity; Genome polyprotein (Poliovirus type 1 (strain Mahoney)), P03300; poliovirus polymerase elongation; active compounds read low; % elongation, % (compound at 16.7 µg/mL); 150,000 tested, 0.66% active; in the data active = % elongation below about 90%; also: some results filed as inactive read as strong as hits
Target sequence (P03300 1749-2209 limits assumed): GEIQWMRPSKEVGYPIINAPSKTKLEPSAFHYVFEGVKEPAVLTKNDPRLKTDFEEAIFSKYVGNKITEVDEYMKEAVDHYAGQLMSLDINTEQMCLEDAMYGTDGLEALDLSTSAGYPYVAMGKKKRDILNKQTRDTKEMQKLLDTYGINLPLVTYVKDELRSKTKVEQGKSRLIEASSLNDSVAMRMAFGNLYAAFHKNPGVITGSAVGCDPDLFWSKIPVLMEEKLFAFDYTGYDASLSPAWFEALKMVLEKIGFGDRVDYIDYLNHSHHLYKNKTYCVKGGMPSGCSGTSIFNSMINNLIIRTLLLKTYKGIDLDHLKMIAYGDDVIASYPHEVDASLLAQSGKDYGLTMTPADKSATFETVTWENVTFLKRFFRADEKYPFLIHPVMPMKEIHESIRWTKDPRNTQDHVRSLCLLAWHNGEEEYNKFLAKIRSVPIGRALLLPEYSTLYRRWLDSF
Polio RdRp inh FP z-score: second read-out of Polio RdRp inh, no call of its own (marks repeat the call); z-score; measured here: FP z-score; hits read low
Numbers without * were called inactive. Only part of the results is shown. The share of hits here may be higher or lower than overall.

SMILES	Polio RdRp inh	Polio RdRp inh FP z-score
COc1ccc(C2N(C(=O)c3ccccc3)CCN2C(=O)c2ccc(C)cc2)cc1 (stereo not given)	101	0
COc1ccc(Nc2nnc(-n3nc(C)cc3C)c3ccccc23)cc1	105	0
CCC(=O)N1CCc2cc(CNC(=O)Nc3ccc(OC)cc3OC)ccc21	98	-1.9
CCN(C(=O)Cn1cc(C(=O)c2ccc(F)cc2)c(=O)c2ccc(C)nc21)c1cccc(C)c1	114	1.3
CCCCNC(=O)c1cc2c(C)cc(C)cc2[nH]1	100	-0.3
CCOc1ccc(NC(=O)NC(CC)Cn2nnc3ccccc3c2=O)cc1 (stereo not given)	107	0.3
CCc1ccc(CN(Cc2ccco2)C(=O)c2ccc(OC)cc2)cc1	111	0.6
O=C(C(NS(=O)(=O)c1cccc2nsnc12)c1ccccc1)N1CCc2ccccc21 (stereo not given)	102	-0.2
C=CCn1c(COc2cccc(C)c2)nnc1SCC(=O)NC(C)(C#N)C(C)C (stereo not given)	108	0.5
CC(C)C(=O)Nc1cccc(C(=O)NCc2ccc3c(c2)OCO3)c1	103	0.4
Cc1ccc(-c2nn(-c3ccccc3)c3[nH]c(=O)c(CNCCN4CCOCC4)cc23)cc1	100	-0.3
NC(N)=NS(=O)(=O)c1ccc(NC(=O)c2ccco2)cc1	102	0
Cc1ccc(-c2noc(CCC(=O)Nc3ccc(F)cc3Cl)n2)cc1	105	0
Cc1cccc2sc(N(CCCN(C)C)C(=O)COc3ccccc3)nc12	99	-1.5
O=C(CCCOc1ccccc1)Nc1nccs1	103	0.6
CC1CCC(NC(=O)c2ccc3c(c2)N(Cc2ccccc2)C(=O)c2ccccc2S3=O)CC1 (stereo not given)	102	-0.4
Cc1c(C)c(C)c(CN2CCCC2)c(C)c1C	98	-0.8
O=c1[nH]c(SC/C=C/c2ccccc2)nc2sc3c(c12)CCC3	103	0.3
Cc1ccc[n+](Cc2ccccc2)c1	106	0.4
Cc1ccc(-c2noc(-c3ccc(N4CCOCC4)c([N+](=O)[O-])c3)n2)cc1	100	-1.7
OCCN(Cc1ccccc1)Cc1ccc(C(F)(F)F)cc1	101	0.5
COc1cc(/C=C/C(=O)/C=C/c2ccc(N(C)C)cc2)cc(OC)c1OC	86	-3.3
CCOc1ccc(NS(=O)(=O)c2ccc3c(c2)CCCN3C(=O)C2CCC2)cc1	102	-1.3
O=C(NCCCn1ccnc1)c1cc(Cl)cc(Cl)c1	102	-0.1
CN=C(Nc1cc(C)nn1-c1ccccc1)c1cccs1	105	0.7
COc1ccc(-c2nc(SCC(=O)N3CCN(c4ccc(F)cc4)CC3)n[nH]2)cc1	104	-0.9
NC(=O)C1CCN(C(=O)Cn2c(-c3cccs3)cc3ccccc32)CC1	114	0.6
CCOC(=O)c1ccc(CN(Cc2ccc(OC)cc2)S(=O)(=O)c2cccc(C(F)(F)F)c2)cc1	103	-1.1
COc1ccc(OC2CCN(S(=O)(=O)c3ccc(OC)cc3)CC2)cc1	110	0.7
COc1ccc(N2CC(NC(=O)NCc3ccc4c(c3)OCO4)CC2=O)cc1OC (stereo not given)	100	-0.8
Cc1oc(-c2ccccc2)nc1C(=O)O	100	-0.2
CCN(CC)c1ccc2cc(-c3csc(C)n3)c(=O)oc2c1	44	-4.7
CCc1ccc(-n2c(=O)c3c4c(sc3n(CC(=O)c3ccc(F)cc3)c2=O)CCC4)cc1	101	-1.5
Cc1cc(C)nc(C#N)n1	102	0.8
CCOC(=O)C1CCN(Cc2cc(=O)n3c(-c4ccccc4)csc3n2)CC1	113	1.5
COc1ccc(-c2nn(C)c3sc(C(=O)NCCN(C)C)cc23)cc1OC	60*	-6.6*
COc1ccc2oc(-c3cccc(F)c3)cc(=O)c2c1	99	-0.4
Cc1cc2c(N=NC(=O)Nc3ccccc3)c(O)[nH]c2cc1Br	102	0.1
CC(=O)Oc1ccc(-c2ccc(C(=O)NCCCN3CCCC3=O)cc2)cc1	101	-0.4
COc1ccc(N2CC(NC(=O)C3CC3)CC2=O)cc1 (stereo not given)	104	-0.5
CN(C(=O)CSc1nnc2c3ccccc3n(C)c2n1)C1CCCCC1	103	0.3
Cc1c(C(=O)Nc2ccc(F)cc2)cnn1-c1ccc(F)cc1	102	0.3
Cc1cc(C)cc(NC(=O)C2CC(=O)N(c3ccccc3)C2)c1 (stereo not given)	106	0.6
O=C(CC(c1ccccc1)C1CCCCC1=O)c1ccco1 (stereo not given)	101	0
CC(C)(C)C1CCc2c(sc(N)c2C(N)=O)C1 (stereo not given)	100	-0.8
CCCCN(C)CCCNC(=O)Cn1ncc2c3ccccc3n(Cc3ccccc3F)c2c1=O	103	-0.6
CCOC(=O)Cc1nnc2c3ccccc3n(C)c2n1	99	-0.9
CC1=C(C(=O)OC(C)C)C2(O)C(=O)c3ccccc3C2(O)N1 (stereo not given)	95	-2
CCc1ccc(C2=CC(c3c(F)cccc3Cl)n3c(nc4ccccc43)N2)cc1 (stereo not given)	113	1.4
CCc1nnc2sc(-c3ccccc3N)nn12	101	-0.3

In the list so far, 2 contain two or more sulfur atoms:
SMILES	Polio RdRp inh	Polio RdRp inh FP z-score
O=C(C(NS(=O)(=O)c1cccc2nsnc12)c1ccccc1)N1CCc2ccccc21 (stereo not given)	102	-0.2
O=c1[nH]c(SC/C=C/c2ccccc2)nc2sc3c(c12)CCC3	103	0.3

Additional entries follow:
SMILES	Polio RdRp inh	Polio RdRp inh FP z-score
COc1ccc2c(c1)[C@]13CCCC[C@H]1[C@H](C2)N(C)CC3	100	0
CCCCNC(=O)C1(O)c2ccccc2NC(=O)N1c1ccccc1 (stereo not given)	100	0.1
CCOC(=O)CNc1c(-c2ccc(OC)cc2)nc2ccc(Cl)cn12	102	0.4
CCOC(=O)C1CC1c1ccccc1 (stereo not given)	106	0.9
CC1CCc2nc3ncn(Cc4ccccc4C#N)c(=O)c3cc2C1 (stereo not given)	110	0.8
N#Cc1c(-c2cccnc2)c2c([nH]c1=O)-c1ccccc1CC2	106	0.4
Cc1ccc2[nH]c(C)c(CCNC(=O)c3cc4cc(Br)ccc4oc3=O)c2c1	101	-0.5
CC1=C(C(=O)c2ccccc2)C(c2ccc(F)cc2)NC(=O)N1 (stereo not given)	98	-0.6
Cc1cccc(Cl)c1NC(=S)NC(Cc1ccccc1)c1ccccc1 (stereo not given)	107	0.3
CCOC(=O)c1cnc(Nc2nc3ccccc3o2)nc1CSc1ncccn1	100	-0.1
COc1cc(C(=O)OCC(=O)c2cc(C)n(C3CC3)c2C)cc2c1OCCO2	99	-0.6
CC(C)(C)OC(=O)N/N=C\c1cccs1	102	0.1
Cn1cnnc1SCC(=O)NCc1cccc(C(F)(F)F)c1	103	0.4
CCN(Cc1ccccc1)c1ncnc2c1nnn2C	102	-1.1
c1ccc(-c2nnn(-c3cnc4ccccc4c3)n2)cc1	102	-0.7
CCOC(=O)c1c(N2C(=O)CCC2=O)sc2c1CCC(C)C2 (stereo not given)	104	1
CC(C)n1cc2c(c1-c1ccccc1Cl)c(=O)n(C)c(=O)n2C	103	-0.9
O=C(NCCCO)c1cc2sc3ccccc3c2s1	99	-0.4
COc1ccc(NC(=O)c2ccc(NC(=O)CCS(=O)(=O)c3cccs3)cc2)cc1OC	108	0.7
CN1CCN(c2ccccc2NS(=O)(=O)c2ccc3c(c2)SCC(=O)N3)CC1	103	0.7

Reprinted from the entries so far, 4 compounds:
SMILES	Polio RdRp inh	Polio RdRp inh FP z-score
COc1cc(C(=O)OCC(=O)c2cc(C)n(C3CC3)c2C)cc2c1OCCO2	99	-0.6
CC(C)(C)OC(=O)N/N=C\c1cccs1	102	0.1
Cn1cnnc1SCC(=O)NCc1cccc(C(F)(F)F)c1	103	0.4
CCN(Cc1ccccc1)c1ncnc2c1nnn2C	102	-1.1

(listing goes on)
SMILES	Polio RdRp inh	Polio RdRp inh FP z-score
Fc1cccc(-c2cc3nc4c(c(NCCCN5CCOCC5)n3n2)CCCC4)c1	104	1.1
Cc1ccc(C)c(C(=O)COC(=O)CCCC(=O)Nc2cc(C(F)(F)F)ccc2Cl)c1	108	1.1
CCOc1ccc(NC(=O)c2ccc3c(c2)S(=O)(=O)N=C2CCCCCN23)cc1	103	0.3
CCN(C(=O)CSc1nnc(-c2cc3occc3n2C)n1-c1ccccc1C)c1cccc(C)c1	111	0.2
O=S1(=O)N=CNc2ccc(S(=O)(=O)Nc3ccccc3)cc21	101	-0.9
CCCCc1c(O)nc(SCC(=O)N2CCCCC2)[nH]c1=O	102	0.1
COc1ccccc1C(=O)Nc1ccccc1-c1nnn(CC(=O)N2CCN(c3ccc(F)cc3)CC2)n1	102	0.2
Cc1cccc(NC(=O)CN2C(=O)CC(c3ccccc3)Sc3ccccc32)c1 (stereo not given)	106	0.3
CCOC(=O)CCn1cc(/C=C(\C#N)C(N)=S)c(-c2ccccc2)n1	89*	-2.1*
O=C(Nc1ccc(Cl)cc1)C1CCCCC1	105	1.6
COC(=O)C1=C(C)NC2=C(C(=O)CC(c3ccc(Cl)cc3)C2)C1c1ccccc1 (stereo not given)	104	0.6
CCCC1=Nc2cc(C(=O)NC3CCCCC3)ccc2Sc2ccc(C)cc21	103	-1.1
CCCCn1c(-c2cccc(Br)c2)nc2ccccc21	100	-0.7
COc1ccc2nc3sc(C(=O)N4CCN(c5ccccc5)CC4)cc3cc2c1	117	1.3
C/C(c1cccs1)=[N+](/[O-])C(C)/C(=N/O)c1ccco1 (stereo not given)	99	-0.4
Clc1ccc(Nc2nc(-c3ccccc3)c3ccccc3n2)c(Cl)c1	98	-0.7
CC1=C(c2ccc(F)cc2)S(=O)(=O)N=C1N1CCC(C(=O)NCCc2cccc(C)c2)CC1	112	0.5
O=C(NCc1cccc(Cl)c1)c1cnc(N2CCOCC2)c2ccccc12	108	0.2
COc1ccc(OCC(=O)N/N=c2\oc3c(OC)cccc3cc2C(N)=O)cc1	102	0.5
CCC(C(=O)NCCc1ccc(OC)c(OC)c1OC)n1nc(C)c2sc3ccccc3c2c1=O (stereo not given)	106	-0.2
CC(C)(C)OC(=O)N1CCC(c2c(C(=O)N3CCCCC3)cnn2-c2ccc(F)cc2)CC1	104	-0.4
O=C(NCCN1CCOCC1)c1ccc(NC(=O)C2COc3ccccc3O2)cc1 (stereo not given)	101	0
CC(=O)N1CC=C2C(C#N)=C(N)C(C#N)(C#N)C(Cc3ccccc3)C2C1 (stereo not given)	103	0.4
Cc1cc2c(cc1C)C(c1ccncc1)CC(=O)N2 (stereo not given)	102	-0.7
COc1ccc(C2C(=O)N(C3CCCCC3)CC(=O)N2Cc2ccccc2)cc1 (stereo not given)	101	0.2
Cc1cc(NC(=O)CSc2nc3c([nH]c4ccccc43)c(=O)n2-c2cccc(Cl)c2)no1	102	-1.1
O=C1C=C(Nc2ccccc2)CC(c2ccccc2)C1 (stereo not given)	102	0.6
Cc1cccc(OCC(=O)N(Cc2ccccc2)c2ccccn2)c1	103	-1
CCc1ccc(CNC(=O)c2cc3c(=O)n(Cc4cccs4)ccc3nc2C)cc1	110	0.9
CCN(CC)C(=O)Cn1cc(C(=O)C(C)C)c2ccccc21	101	-0.1

2 entries picked at random from those above, as already listed:
SMILES	Polio RdRp inh	Polio RdRp inh FP z-score
c1ccc(-c2nnn(-c3cnc4ccccc4c3)n2)cc1	102	-0.7
CCc1nnc2sc(-c3ccccc3N)nn12	101	-0.3

Some of the entries above in a different format.
Order of results: Polio RdRp inh, Polio RdRp inh FP z-score
Cc1cc2c(cc1C)C(c1ccncc1)CC(=O)N2 (stereo not given)
    102, -0.7
Cc1cc(NC(=O)CSc2nc3c([nH]c4ccccc43)c(=O)n2-c2cccc(Cl)c2)no1
    102, -1.1
COc1ccc(C2C(=O)N(C3CCCCC3)CC(=O)N2Cc2ccccc2)cc1 (stereo not given)
    101, 0.2

Next entries follow.
SMILES	Polio RdRp inh	Polio RdRp inh FP z-score
Cc1cccc(NC(=O)Cn2c(=O)n(CCC(=O)N3CCc4ccccc4C3)c(=O)c3ccccc32)c1	108	0.7
CCCCNc1nc(Oc2ccc(=O)n(-c3ccccc3)n2)nc(N(C)C)n1	107	-0.4
N#C/C(=C\N1CCC(n2cccc2)CC1)C(=O)c1ccccc1	102	-0.1
CSC1=C(C#N)C2(CCCC2)C(C#N)C(=O)N1 (stereo not given)	105	0.7
Cc1cc(C)cc(NC(=O)CCCc2nc(-c3ccco3)no2)c1	99	-0.4
COc1ccccc1OCc1nc2ccccc2n1Cc1ccccc1	107	0.4
CC1CCN(S(=O)(=O)c2cn(CC(=O)Nc3cccc(C(F)(F)F)c3)c(=O)c3ccccc23)CC1	108	-0.1
Cc1oc2cc3oc(=O)c(CCC(=O)NCCc4ccccc4F)c(C)c3cc2c1C	107	-0.2
CCN(C(=O)CCn1c(=O)sc2ccccc21)c1cccc(C)c1	100	-0.5
Cc1ccc(C2/C(=C(\O)c3ccc(Br)cc3)C(=O)C(=O)N2CCCN(C)C)cc1 (stereo not given)	98	-0.5
CCCNC(=O)c1cc(-c2cccnc2)nc2ccccc12	99	-0.6
CCc1ccc(S(=O)(=O)Nc2cccc(-c3ccc(N4CCCCC4)nn3)c2)s1	110	0.9
COc1cccc(Cn2c(=O)n(-c3cccc(Cl)c3C)c(=O)c3c4c(sc32)CN(C(C)=O)CC4)c1	109	0.8
CCC(=O)c1ccc(OCC(=O)NCCCN2CCCC2=O)cc1	101	-0.1
O=C(CN1CCC(C(=O)O)CC1)Nc1ccccc1Oc1ccccc1	100	-0.5
Cc1cccc(-n2c(Sc3nnnn3-c3ccccc3)nc3ccccc3c2=O)c1C	98	-0.6
CCOC(=O)c1c(S(=O)(=O)NCC(=O)N(C)Cc2ccccc2)c(C)n(C)c1C	105	-0.1
C=Cn1c(C)c(C(C#N)=C(C#N)C#N)c2c1CCCC2	102	0.2
COC(=O)C(C(=O)OC)=C(SC)SC	99	-0.5
COc1ccc(Cl)cc1Nc1sc(C(=O)c2ccccc2)c(N)c1C(=O)Nc1ccccc1	108	0.2

Assay outcomes as filed in PubChem.
